Screening results: PubChem, several laboratories
TMEM16A act = TMEM16A chloride channel activators or potentiators, primary screen, cell-based, HTS | Anoctamin-1 (Mus musculus), Q8BHY3 | HEK293 TMEM16A/YFP-H148Q/I152L, iodide quench fluorescence; stronger effect = lower value | B-score at 10 µM | 0.3% of 340,000 active | AID 623877, 2012;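 active = fluorescence-ratio B-score plate-corrected deviation score at least 3 library SD below zero, with starting fluorescence score within 5 deviations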;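 also: channel opened by trigger with iodide after compound preincubation; score built on the fluorescence ratio of max minus min over baseline; more negative score means more quench and so TMEM16A activation or potentiation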
ANO1 block = TMEM16A chloride channel inhibitors, primary screen, cell-based, HTS; Anoctamin-1 (Mus musculus), Q8BHY3; HEK293 TMEM16A/YFP iodide influx fluorescence, ionomycin; normalized B-score (activity score, 25-100; higher = stronger inhibition) at 10 µM; 1.2% of 310,000 active; AID 588511, 2011;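 active = ratio plate-corrected score three or more library SD toward inhibition, starting fluorescence score within five deviations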;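 also: score derived from kinetic fluorescence span divided by baseline fluorescence per well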
MrgX1 allo act = positive allosteric modulators of MrgX1, primary screen, HEK293 cells, Fluo-4 calcium flux | AID 588675, 2011 | 0.63% of 310,000 active | Mas-related G-protein coupled receptor member X1 (Homo sapiens), Q96LB2 | FDSS; stronger effect = higher value | B-score at 10 µM;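 active = plate-corrected calcium response at least 3 library SD above typical, normal starting fluorescence, not activating the receptor alone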;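 also: compound read alongside a low EC10 to EC30 dose of BAM8-22 agonist; peak minus trough fluorescence over baseline measured at the second addition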
Target sequence (Q96LB2 whole entry, looked up): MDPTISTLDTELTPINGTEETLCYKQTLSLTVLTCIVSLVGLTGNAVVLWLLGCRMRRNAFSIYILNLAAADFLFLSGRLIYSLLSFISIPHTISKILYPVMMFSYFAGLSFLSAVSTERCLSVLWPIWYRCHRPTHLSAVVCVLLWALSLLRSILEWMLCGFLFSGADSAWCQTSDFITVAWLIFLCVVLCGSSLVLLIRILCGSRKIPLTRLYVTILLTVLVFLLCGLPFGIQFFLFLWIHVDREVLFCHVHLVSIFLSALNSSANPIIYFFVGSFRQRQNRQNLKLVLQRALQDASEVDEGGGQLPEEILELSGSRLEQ
MrgX1 ag = agonists of human MrgX1 receptor, primary screen, HEK293 cells, Fluo-4 calcium flux; Mas-related G-protein coupled receptor member X1 (Homo sapiens), Q96LB2; Fluo-4 calcium fluorescence, agonist mode; stronger effect = higher value; B-score at 10 µM; 0.44% of 310,000 active; AID 588627, 2011;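 active = calcium response B-score plate-corrected fluorescence ratio at least 3 library SD, with starting fluorescence B-score inside 5 SD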
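Test system: HEK293 cells stably expressing human MrgX1 receptor; amount: 15,000 cells per well; doses: compound delivered in addition one of three; times: overnight plating before 1 h dye loading; detection: Fluo-4 NW calcium-flux fluorescence, kinetic read; read-out basis: B-scored fluorescence response ratio; controls: positive and negative controls per plate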
HDAC3 inhib = HDAC3 deacetylase inhibitors, primary screen, biochemical, fluorescence, cell-free homogeneous; Histone deacetylase 3 (Homo sapiens), O15379; recombinant HDAC3, fluorogenic peptide/trypsin coupled; inhibition, % at 8.3 µM; 0.15% of 320,000 active; in the data active = inhibition above about 26%, passing the limit was not always enough
Target sequence (O15379 whole entry, looked up): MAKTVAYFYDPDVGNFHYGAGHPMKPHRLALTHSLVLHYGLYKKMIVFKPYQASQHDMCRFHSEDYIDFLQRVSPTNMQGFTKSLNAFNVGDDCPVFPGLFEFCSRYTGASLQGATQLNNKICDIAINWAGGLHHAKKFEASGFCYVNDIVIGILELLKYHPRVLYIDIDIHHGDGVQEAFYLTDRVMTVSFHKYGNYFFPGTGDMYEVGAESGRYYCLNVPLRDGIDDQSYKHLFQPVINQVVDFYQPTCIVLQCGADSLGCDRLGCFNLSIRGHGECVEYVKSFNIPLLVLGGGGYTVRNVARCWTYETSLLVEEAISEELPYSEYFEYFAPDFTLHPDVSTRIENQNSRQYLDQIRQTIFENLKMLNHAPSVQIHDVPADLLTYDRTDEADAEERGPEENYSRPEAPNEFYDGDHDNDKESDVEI
TRPC6 inh = mouse TRPC6 channel inhibitors, primary screen, cell-based, HEK293, membrane potential dye. B-score at 10 µM. 1.1% of 310,000 active. ACh-evoked depolarization; stronger effect = lower value;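 active = B-score under library mean minus 3 SD, initial fluorescence not abnormally high, positive integrated signal ratio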;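 also: B-score derived from integrated fluorescence ratio over the kinetic read; more negative B-score means stronger inhibition of depolarization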
MrgX1 antagonist = antagonists of human MrgX1 receptor, primary screen, HEK293 cells, Fluo-4 calcium flux. BAM8-22 antagonism; stronger effect = lower value. B-score at 10 µM. 1.3% of 310,000 active;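 active = calcium-response B-score plate-corrected more than 3 library SD below zero, starting fluorescence within 5 deviations, no agonist response on first addition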;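 also: peak minus trough fluorescence over baseline after final BAM8-22 challenge near maximal dose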
SKKanGAS inh = S. pyogenes SKKanGAS growth inhibitors in kanamycin, primary screen, streptokinase expression inhibitor project, SKKanGAS strain, BacTiter-Glo luminescence; 6 h; inhibition, % at 7.5 µM; AID 1662, 2009; 1.3% of 300,000 active;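 active = mean replicate score, as percent of positive control median, at least 50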;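 also: strain carries kanamycin resistance gene driven by streptokinase promoter and grows in 40 µg/ml kanamycin; loss of luminescence reflects streptokinase promoter inhibition or plain growth inhibition; 0% = median of DMSO wells and 100% = positive control at its reference dose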
RGS4 pot = RGS4 potentiators or activators, primary screen, cell-based, HEK293 M3R inducible RGS4, calcium flux | carbachol calcium flux Fluo4; stronger effect = lower value | 0.92% of 310,000 active | B-score at 10 µM | AID 463111, 2010;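 active = B-score of the integrated calcium signal more than 4 SD below the library mean, with starting fluorescence not abnormally high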;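 also: negative B-score means reduced calcium response which marks RGS4 activation or potentiation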
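Detection: kinetic calcium fluorescence imaging with Fluo4-AM dye, 2 µM / Material: HEK293 cells with stable M3R and inducible RGS4 / Schedule: recording 10 s baseline at 1 Hz, 100 s post-agonist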
RGS4 block = RGS4 inhibitors, primary screen, cell-based, HEK293 M3R inducible RGS4, calcium flux; Regulator of G-protein signaling 4 (Homo sapiens), P49798; Fluo-4 calcium flux; stronger effect = higher value; triggered by carbachol at its EC20; B-score at 10 µM; 0.45% of 310,000 active;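 active = B-score, a plate-corrected calcium signal, over three deviations above library mean, with baseline fluorescence within five deviations of library mean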;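 also: RGS4 expression induced by doxycycline in cells with stable M3 receptor; B-score is computed from the integrated fluorescence ratio over baseline after carbachol; higher B-score means a larger calcium signal and so more RGS4 inhibition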
Target sequence (P49798 whole entry, looked up): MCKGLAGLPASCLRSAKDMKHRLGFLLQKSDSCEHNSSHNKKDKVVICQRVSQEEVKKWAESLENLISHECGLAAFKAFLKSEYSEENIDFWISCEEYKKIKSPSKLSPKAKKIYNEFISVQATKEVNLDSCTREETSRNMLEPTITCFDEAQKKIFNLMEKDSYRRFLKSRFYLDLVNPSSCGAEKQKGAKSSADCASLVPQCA
TRPC6 act = mouse TRPC6 channel activators, primary screen, cell-based, HEK293, membrane potential dye; 0.13% of 310,000 active; B-score at 10 µM; AID 2550, 2010; HEK293-TRPC6 membrane potential dye fluorescence; stronger effect = higher value; Short transient receptor potential channel 6 (Mus musculus), Q61143;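 active = B-score of the integrated fluorescence ratio above library mean plus 3 SD, and starting fluorescence ratio within library mean plus 5 SD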;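 also: higher score means more depolarization so channel activation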
An asterisk follows results filed as active; i = inactive; / = no result given. Rows were taken by chance; 6.7% or so of the library scored in one or more.

SMILES	TMEM16A act	ANO1 block	MrgX1 allo act	MrgX1 ag	HDAC3 inhib	TRPC6 inh	MrgX1 antagonist	SKKanGAS inh	RGS4 pot	RGS4 block	TRPC6 act
CCC(=O)Nc1ccc(C(=O)NNC(=O)c2ccc([N+](=O)[O-])cc2)cc1	i	i	i	i	-4	i	i	1	i	i	i
COc1ccccc1NC1=NC(CO)(CO)CS1	i	i	i	i	-2	i	i	0	i	i	i
COc1ccc(CCN(C)CCC(=O)Nc2c(C)cc(C)cc2C)cc1OC	i	i	i	i	0	i	i	-2	i	i	i
CCOCCn1c(CN2CCCCC2C)nc2c1c(=O)n(C)c(=O)n2C (stereo not drawn)	i	i	i	i	1	i	i	-2	i	i	i
Cc1cc2cc(CNC(=O)c3ccc(S(=O)(=O)N4CCOCC4)cc3)ccc2n1C	i	i	i	i	-5	i	i	1	i	i	i
Cc1cccc(C)c1OCc1nc2ccccc2[nH]1	i	i	i	i	-1	i	i	0	i	i	i
Cc1cccc(N2CCN(C(=O)c3cccs3)CC2)c1C	i	i	i	i	5	i	i	12	i	i	i
CC(C)(C)c1ccc(C(=O)NNC(=O)c2ccc(Cl)cc2)cc1	i	i	i	i	/	i	i	7	i	i	i
COc1ccc(Cl)cc1NC(=O)C/C(C)=N/NC(=O)CC#N	i	i	i	i	-1	i	i	0	i	i	i
CCc1nc2ccccc2c(C(=O)OCC(=O)Nc2cccc(S(=O)(=O)NC3=NCCCCC3)c2)c1C	i	i	i	i	/	i	i	9	-7.7*	i	i
CC(C)(C)NC(=O)COC(=O)c1c2c(nc3ccccc13)CCC2	i	i	i	i	-8	i	i	4	-9.6*	i	i
Cc1cccc(NC(=O)CSc2nc3nc(C)cc(C)n3n2)c1	i	i	i	i	12	i	i	1	i	i	i
Cc1ccccc1OCc1nc2ccccc2c(=O)n1/N=C/c1ccco1	i	i	i	i	4	i	i	0	i	i	i
Cc1ccc(OCCC(=O)N(CC(=O)Nc2ccccc2C(F)(F)F)Cc2ccco2)cc1	i	i	i	i	/	i	i	14	i	i	i
O=C(Cn1cnc2ccccc2c1=O)NCC(=O)N1CCN(Cc2ccc3c(c2)OCO3)CC1	i	i	i	i	-1	/	i	/	/	/	/
Cc1ccc(Nc2nc(-c3ccncc3)nc3ccccc23)cc1	i	i	i	i	-5	i	i	-10	i	i	i
COc1cc(CC(=O)NNC(=O)c2cc(C)oc2C)cc(OC)c1OC	i	i	i	i	10	i	i	0	i	i	i
COc1cc(C(=O)N2CCN(C3CCC(C)CC3)CC2)cc(OC)c1OC (stereo not drawn)	i	i	i	i	0	i	i	-1	i	i	i
CCNC(=O)C(=O)NCCC1CCCCN1S(=O)(=O)c1cccs1 (stereo not drawn)	i	i	i	i	/	i	i	7	i	i	i
Cc1c(CC(=O)NCCCCCC(=O)O)c(=O)oc2c(C)c3oc4c(c3cc12)CCCC4	i	i	i	i	-2	i	i	15	i	i	i
Cc1ccccc1C(=O)NNC(=O)c1ccoc1C	i	i	i	i	0	i	i	-1	i	i	i
Fc1ccc(-c2nc(-c3cccs3)no2)cc1	i	i	i	i	4	i	i	-2	i	i	i
CCOC(=O)c1ccc(NC(=S)NCCCN2CCCC2=O)cc1	i	i	8.6*	i	2	i	i	-13	i	i	i
CN(C)Cc1cc(C(C)(C)c2cc(CN(C)C)c(O)c(CN(C)C)c2)cc(CN(C)C)c1O	i	i	i	i	2	/	i	/	/	/	/
CCCCN1C(=O)C2ON(c3ccccc3C)C(c3ccco3)C2C1=O (stereo not drawn)	i	i	i	i	0	i	i	2	i	i	i
COC(=O)CN1C(=O)N(c2ccccc2)C(N(O)C(=O)Nc2ccccc2)C1(C)C (stereo not drawn)	i	i	i	i	10	i	i	3	i	i	i
O=C1CSC(c2cccc(Cl)c2Cl)N1c1ccccn1 (stereo not drawn)	i	i	i	i	-2	i	i	17	i	i	i
O=C(Cc1ccc(Cl)cc1)Nc1ccc2c(c1)C(=O)NC2=O	i	i	i	i	1	i	i	2	i	i	i
COCCN(C(=O)CCC(=O)Nc1ccccn1)C(C(=O)NC1CCCC1)c1ccc(OC)cc1 (stereo not drawn)	i	i	i	i	0	i	i	-4	i	i	i
CCCn1c(-c2cccs2)nc2c1c(=O)[nH]c(=O)n2Cc1ccccc1	i	i	i	i	-17	i	i	4	i	i	i
Cn1c(=O)c2c(Nc3ccc(F)cc3)cc(=O)n(-c3ccccc3)c2n(C)c1=O	i	i	i	i	3	i	i	4	i	i	i
Cc1ccc(SCCC(=O)NC(C)(C)C)cc1	i	i	i	i	2	i	i	-1	i	i	i
O=C(O)CCCCCNCc1c(Cl)cccc1Cl	i	i	i	i	3	i	i	-1	i	i	i
COc1ccccc1OCCNC(=O)C(=O)c1c[nH]c2ccccc12	i	i	i	i	3	i	i	-2	i	i	i
O=C(CSc1ccc2nnc(CCNC(=O)c3ccccc3)n2n1)Nc1ccc(F)cc1F	i	i	i	i	7	i	i	1	i	i	i
CCOC(=O)C(NC(=O)Nc1ccc(C(N)=O)cc1)(c1ccccc1)C(F)(F)F (stereo not drawn)	i	i	i	i	1	i	i	-2	i	i	i
Cc1cc(C)c(NC(=O)CSc2nnc(-c3ccco3)n2N)c(C)c1	i	i	i	i	0	i	i	9	i	i	i
COc1ccc(NS(=O)(=O)c2ccc(NC(=S)NCC3CCCO3)cc2)cc1 (stereo not drawn)	i	i	i	i	1	i	i	9	i	i	i
O=C(CCn1c(=O)oc2ccccc21)n1c(=O)oc2ccccc21	i	i	i	i	-4	i	i	-2	i	i	i
O=C(CN1C(=O)C2C3C=CC(C3)C2C1=O)Nc1ccc(S(=O)(=O)N2CCCCC2)cc1 (stereo not drawn)	i	i	i	i	5	i	i	-5	i	i	i
Cc1noc(C)c1S(=O)(=O)N1CCC(C(=O)N2CCN(Cc3ccc4c(c3)OCO4)CC2)CC1	i	i	i	i	-7	i	i	2	i	i	i
C/C(=N/NC(=O)c1ccc(O)cc1)c1cccc([N+](=O)[O-])c1	i	i	i	i	-2	i	i	-3	i	i	i
CCc1ccc(Nc2n[n+](-c3ccccc3)c(-c3ccc(SC)cc3)s2)cc1	i	i	i	i	12	i	i	5	i	i	i
CCn1nc(C)c(NC(=O)c2ccc(Cl)cc2)c1C	i	i	i	i	-6	i	i	-7	i	i	i
CCCCC(=O)C1=C(N2CCCC2)CC(C)(C)CC1=O	i	i	i	i	5	i	i	4	i	i	i
CC(=O)S[C@@H]1CC2=CC(=O)CC[C@]2(C)[C@H]2CC[C@@]3(C)[C@@H](CC[C@@]34CCC(=O)O4)[C@H]12	i	i	i	i	-3	i	i	1	i	i	i
CC(=O)N1CCC(N(CCN2CCOCC2)C(=S)Nc2cc(C)cc(C)c2)CC1	i	i	i	i	/	i	i	2	i	i	i
CC1CCCC(C)N1C(=O)COC(=O)CCc1nc2ccccc2c(=O)[nH]1 (stereo not drawn)	i	i	i	i	2	i	i	2	i	i	i
COc1ccc(NC(=S)N(CCO)Cc2ccccc2)cc1	i	i	i	i	-7	i	i	-2	i	i	i
O=C(NC1CCS(=O)(=O)C1)c1sc2ccccc2c1Cl (stereo not drawn)	i	i	i	i	-1	i	i	0	i	i	i
CC1(C)CC(=O)CC(=O)/C1=N\Nc1c(Cl)cc(Cl)cc1Cl	i	i	i	i	7	i	i	1	i	i	i
CCCNC(=O)C1CC2Cn3c(nc4ccccc43)C2N1C (stereo not drawn)	i	i	i	i	4	i	i	-2	i	i	i
O=CN1CCN(C(=O)COc2ccc(Cl)cc2Br)CC1	i	i	i	i	2	i	i	-6	i	i	i
CC(=O)N(C)c1ccc(NC(=O)Nc2cccc3ccccc23)cc1	i	i	i	i	2	i	i	1	i	i	i
O=C(Nc1ccc(F)cc1)Nc1csc2ccccc12	i	i	i	i	2	i	i	-10	i	i	i
Cc1ccc(NC(=O)c2cccc(Oc3ccc([N+](=O)[O-])cc3)c2)c(C(=O)O)c1	i	i	i	i	6	i	i	28	i	i	i
Cc1cc(C(=O)OCC(=O)c2cccc([N+](=O)[O-])c2)c2cccc(C)c2n1	i	i	i	i	4	i	i	0	i	i	i
CC(C)CNC(=O)C(=O)NCC1OCCCN1S(=O)(=O)c1cccs1 (stereo not drawn)	i	i	i	i	-4	i	i	2	i	i	i
CCCC12CN3CCN(CC(C3)/C1=N\NC(=O)c1ccccc1Cl)C2	i	i	i	i	0	i	i	-14	i	i	i
COc1ccc(/C=C/c2nc3ccccc3c(=O)n2-c2cccc(C(=O)O)c2)cc1	/	i	i	i	-1	i	i	15	i	i	i

(list continues)
SMILES	TMEM16A act	ANO1 block	MrgX1 allo act	MrgX1 ag	HDAC3 inhib	TRPC6 inh	MrgX1 antagonist	SKKanGAS inh	RGS4 pot	RGS4 block	TRPC6 act
O=C(CSc1nnc(-c2ccc3c(c2)OCO3)n1-c1ccccc1)c1ccc(Cl)cc1	i	i	i	i	-5	i	i	2	i	i	i
CC(C)OC(=O)C(=O)NNc1ccccc1	i	i	i	i	-9	i	i	-8	i	i	i
CCOc1ccccc1NC(=O)CCc1c(C)nn(-c2ccc(N3CCCCC3)nn2)c1C	i	i	i	i	6	i	i	3	i	i	i
CCc1ccc(NS(=O)(=O)c2cc(OC)ccc2OC)cc1	i	i	i	i	7	i	i	-3	i	i	i
Cc1cc(C)c2c(-n3cccc3)c(C(=O)O)sc2n1	i	i	i	i	-3	i	i	/	i	i	i
Cc1ccsc1/C=N/NC(=O)c1nnn(-c2nonc2N)c1CSc1ccccc1	i	i	i	i	-15	i	i	-8	i	i	i
